Source: PubChem
GPR7 antagonist = antagonists of human GPR7 (neuropeptides B/W receptor 1) | AID 1861 | inhibition, % at 4.4 µM | P48145 | GPR7-expressing cells, fluorescence antagonist assay | 290,000 tested, 1.1% active; in the data active = inhibition above about 16%, passing the limit was not always enough;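 note: cells stimulated with the agonist NPW; 0% = agonist with vehicle and 100% = vehicle without agonist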
Target sequence (P48145 whole entry, looked up): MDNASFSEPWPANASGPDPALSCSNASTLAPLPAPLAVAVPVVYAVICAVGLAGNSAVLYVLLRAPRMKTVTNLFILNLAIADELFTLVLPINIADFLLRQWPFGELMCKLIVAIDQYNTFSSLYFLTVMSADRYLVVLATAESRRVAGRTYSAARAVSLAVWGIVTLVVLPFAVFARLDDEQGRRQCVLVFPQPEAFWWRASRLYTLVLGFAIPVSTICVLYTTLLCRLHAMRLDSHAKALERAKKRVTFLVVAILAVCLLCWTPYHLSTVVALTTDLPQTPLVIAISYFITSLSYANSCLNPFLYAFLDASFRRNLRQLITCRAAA
IDE act = activators of human insulin-degrading enzyme in cells | P14735 | 340,000 tested, 0.073% active | activation, % at 5.96 µM | HEK cells, FAbeta-B cleavage, fluorescence polarization; 0% vehicle, 100% cell-free pure enzyme wells;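 active = activation above the mean of all tested compounds plus 3 SD, set per screening campaign, cut at about 17% in these data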
VIM-2 inhibitor = blocks Pseudomonas aeruginosa VIM-2 metallo-beta-lactamase | AID 1527 | inhibition, % at 5.6 µM | 290,000 tested, 0.89% active | purified VIM-2, nitrocefin hydrolysis, epi-absorbance fluorescence;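 active = inhibition above the mean of all tested compounds plus 3 SD, cutoff set per screening run, cut at about 7.5% in these data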;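 note: red hydrolysis product quenches plate fluorescence so inhibitors raise well fluorescence; 0% = enzyme with DMSO and 100% = DMSO without enzyme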
PHOSPHO1 inh = blocks human PHOSPHO1 phosphatase activity | Q8TCT1 | recombinant PHOSPHO1, absorbance phosphatase assay | inhibition, % at 13.3 µM | 290,000 tested, 1.1% active | AID 1565; in the data active = inhibition above about 60%
Target sequence (Q8TCT1 whole entry, looked up): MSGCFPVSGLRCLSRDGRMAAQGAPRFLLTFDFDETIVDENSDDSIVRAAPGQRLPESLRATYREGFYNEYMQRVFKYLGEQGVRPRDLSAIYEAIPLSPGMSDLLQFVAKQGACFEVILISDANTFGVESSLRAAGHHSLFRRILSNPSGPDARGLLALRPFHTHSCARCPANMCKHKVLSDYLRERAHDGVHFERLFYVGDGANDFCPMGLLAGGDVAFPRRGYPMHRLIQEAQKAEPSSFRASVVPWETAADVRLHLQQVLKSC
NALP1 yeast inh = inhibitors of NALP1 inflammasome in yeast; 280,000 tested, 0.61% active; AID 2071; S. cerevisiae NALP1/ASC/caspase-1 growth, X-gal OD620, 72 h; inhibition, % at 10 µM; in the data active = inhibition mostly above about 24%, no sharp cut-off; inactive = mostly below about 32%; note: some compounds called inactive have numbers as strong as hits
PfM18AAP inh = blocks P. falciparum M18 aspartyl aminopeptidase | inhibition, % at 7.35 µM | recombinant PfM18AAP, H-Glu-NHMec fluorogenic cleavage | 290,000 tested, 1.2% active;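 active = inhibition above the campaign mean inhibition over all tested compounds plus 3 SD, cut at about 28% in these data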;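 note: 0% = plate median of test compound wells and 100% = 2 mM ZnCl2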
IMP-1 inh = inhibitors of Pseudomonas aeruginosa IMP-1 metallo-beta-lactamase; 290,000 tested, 0.45% active; purified IMP-1, nitrocefin hydrolysis, epi-absorbance fluorescence; inhibition, % at 5.6 µM;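 active = inhibition above the mean plus 3 SD of all compounds in the same screening run, cut at about 4.5% in these data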;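 note: 0% = IMP-1 with DMSO and 100% = DMSO wells lacking enzyme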
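Material – recombinant IMP-1 enzyme, purified · Amount – IMP-1 0.2 nM before substrate addition · Medium – HEPES buffer pH 7.1 with ZnSO4 and Brij 35 · Timing – 25 °C, 15 min preincubation, 25 min reaction · Measured by – plate fluorescence quenching by hydrolysis product, ex 480/em 530 nm · Read-out – percent enzyme inhibition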
pCIP destab = lowers stability of the mouse p/CIP coactivator protein. decrease of EGFP signal, % at 10 µM. 290,000 tested, 0.01% active. Q05BA5. F442A p/CIP-EGFP cells, EGFP fluorescence, 16 h;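 active = EGFP signal decrease of at least 30% at 10 µM or well 3 SD below plate mean, unless failing retest; inactive = the rest, including hits failing retest or dose response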; note: some compounds called inactive have numbers as strong as hits; many of its hits are not listed in these tables
IDE inh = inhibitors of human insulin-degrading enzyme in cells; HEK cells, FAbetaB cleavage, fluorescence polarization; inhibition, % at 5.59 µM; 320,000 tested, 0.41% active;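 active = percent inhibition above the average of all tested compounds plus 3 SD, set per screening campaign, cut at about 16% in these data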;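 note: IDE supplied by intact live HEK cells; FP after avidin binding of uncleaved biotin substrate so inhibition keeps polarization high; 0% = DMSO wells and 100% = 60 µM reference IDE inhibitor Ii1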
* = called active by the depositor; x = no result given.

entry | compound | GPR7 antagonist | IDE act | VIM-2 inhibitor | PHOSPHO1 inh | NALP1 yeast inh | PfM18AAP inh | IMP-1 inh | pCIP destab | IDE inh
1 | Cc1cc(C(=O)N/N=C/c2cc([N+](=O)[O-])cc(C)c2O)n[nH]1 | -2 | 2 | -3.5 | -18 | 32 | 6 | -0.1 | -13 | x
2 | CCC(CC)C(=O)Nc1c(C)n(C)n(-c2ccccc2)c1=O | -10 | 7 | -1.5 | 8 | -21 | 0 | -2.1 | 7 | -2
3 | CNC(=S)NNC(=O)Cc1ccc(OC)c(OC)c1 | -8 | 5 | -3.0 | 46 | 4 | 5 | -1.8 | 1 | 3
4 | COc1ccccc1C(=O)Nc1ccc(-c2nnc(SCC(=O)O)n2C)cc1 | -1 | 0 | -1.2 | -37 | 7 | 6 | 1.2 | -8 | -1
5 | Cc1ccc(C(=O)N2CCCc3ccccc32)c(F)c1F | -10 | 1 | 0.2 | 50 | 25 | -2 | -0.7 | 7 | -2
6 | Cc1csc2nc3cc(C(N)=O)ccc3c(=O)n12 | x | -4 | x | -22 | 25 | x | x | -9 | 0
7 | COC(=O)[C@@H]1C(c2ccccc2)(c2ccccc2)[C@@]1(C)C(=O)OC | -8 | 3 | -1.8 | -7 | 1 | -6 | -2.0 | -12 | 4
8 | Cc1ccc(NC(=O)COC(=O)C2CCC(=O)N2)c(S(=O)(=O)N2CCOCC2)c1 (stereo unspecified) | -4 | -2 | 1.2 | 29 | 10 | -12 | 0.5 | -3 | -2
9 | O=C(COC(=O)c1ccc(Cl)c(S(=O)(=O)N2CCCC2)c1)NCc1cccs1 | -5 | 3 | 1.5 | 4 | 5 | -20 | 0.0 | -2 | 2
10 | CCCCOC(=O)Nc1ccc(C)c(Cl)c1 | -8 | 2 | -1.4 | 34 | 7 | -10 | -2.5 | -15 | -1
11 | CCC(C)(C)C1CCC(=NNC(=O)c2ccc(Br)o2)CC1 (stereo unspecified) | 7 | 6 | -4.0 | 3 | 31 | 2 | -2.8 | -12 | 4
12 | O=C(c1cc(F)ccc1F)C1CCCN(C(=O)CSc2ccccn2)C1 (stereo unspecified) | -8 | 2 | -3.7 | -41 | -1 | -6 | -2.9 | -1 | -4
13 | CC1=NN(C(=O)c2ccc(Br)cc2)C(O)(c2ccccc2)C1 (stereo unspecified) | -15 | 3 | -2.7 | -19 | -11 | 6 | -2.5 | 7 | -3
14 | Cc1nc2ccccc2c(=O)n1NC(=O)C1CCC(C(C)(C)C)CC1 (stereo unspecified) | -12 | 4 | -5.2 | -15 | 8 | -2 | -4.4 | -4 | -1
15 | COc1ccc(C(=O)CSc2nnc(-c3ccc(S(=O)(=O)N4CCOCC4)cc3)o2)cc1 | 2 | 0 | 0.8 | 9 | 3 | 7 | -1.1 | -3 | 1
16 | O=C1C(Nc2ccccc2)=C/C(=N/S(=O)(=O)c2cccs2)c2ccccc21 | -6 | 3 | -2.6 | 0 | 54 | 6 | -2.7 | x | -4
17 | Cc1ccc(CSc2nc3ccccc3cc2C=O)cc1 | 2 | 0 | 0.3 | 42 | 13 | -2 | -1.6 | -10 | 3
18 | Cc1cc(NC(=O)/C=C/c2ccco2)ccc1NC(=O)c1ccccc1 | 7 | -3 | -5.6 | 29 | 9 | -4 | -3.4 | -17 | 7
19 | O=C(CCSCc1ccc(Cl)cc1)NCCC1=CCCCC1 | -6 | 2 | -2.3 | 4 | 34 | -10 | -2.1 | -7 | -2
20 | COc1ccc(/C=N/NC(=O)c2ccc3c(c2)OCO3)c(C(=O)O)c1OC | -7 | 6 | 1.2 | x | -4 | -1 | -0.1 | -84 | 4
21 | CC(=O)Nc1ccc(NC(=O)C/C(C)=N/NC(=O)C(=O)Nc2ccc(C)c(Cl)c2)cc1 | -18 | 5 | -1.7 | 43 | x | -1 | -2.9 | -5 | -1
22 | Cc1ccc(CNC(=O)C2C3C=CC4(CN(Cc5cccnc5)C(=O)C24)O3)cc1 (stereo unspecified) | -12 | -3 | -5.0 | -26 | -17 | 0 | -4.2 | 1 | 7
23 | CS(=O)(=O)c1ccccc1C(=O)NC1CCCc2ccccc21 (stereo unspecified) | 5 | 4 | -2.6 | 28 | -17 | -3 | -4.6 | 10 | 1
24 | O=[N+]([O-])c1cc(Cl)ccc1N1CCCC1 | -8 | 1 | -4.3 | 17 | -5 | 4 | -5.1 | 2 | 2
25 | CC(C)(C)C1CCc2c(C(=O)NNC(=O)CCC(=O)O)csc2C1 (stereo unspecified) | -2 | 2 | 0.1 | 1 | 37 | 0 | -0.6 | -12 | -4
26 | CNc1oc(-c2cccs2)nc1S(=O)(=O)c1ccccc1 | -3 | -2 | -0.9 | 47 | -25 | -1 | -2.1 | -13 | 5
27 | Cc1ccc(NC(=O)C2CC=CCC2C(=O)N2CCCCC2)cc1 (stereo unspecified) | 8 | 6 | -2.8 | 11 | 36 | -12 | -2.5 | -9 | -2
28 | CC(C)(C)NS(=O)(=O)c1ccc(NC(=O)NC2CCCCC2)cc1 | 8 | 5 | -2.3 | 26 | 14 | 11 | -2.8 | -8 | -1
29 | COc1ccc(N2C(=O)CC(N3CCN(C(=O)c4ccco4)CC3)C2=O)cc1 (stereo unspecified) | -11 | 6 | -5.3 | 8 | 11 | 3 | -2.7 | -15 | -2
30 | CCn1c(=O)c(C(=O)NNC(=O)c2ccccc2)c(O)c2ccccc21 | 5 | 1 | -1.7 | 36 | -38 | -1 | -1.8 | -4 | 3

Quoted from the listing:
IDE inh, `CNc1oc(-c2cccs2)nc1S(=O)(=O)c1ccccc1` → 5
VIM-2 inhibitor, `CC(C)(C)NS(=O)(=O)c1ccc(NC(=O)NC2CCCCC2)cc1` → -2.3

Continuation.
entry | compound | GPR7 antagonist | IDE act | VIM-2 inhibitor | PHOSPHO1 inh | NALP1 yeast inh | PfM18AAP inh | IMP-1 inh | pCIP destab | IDE inh
31 | O=c1c2ccccc2[nH]c(=S)n1CCCN1CCC(Cc2ccccc2)CC1 | -11 | 2 | -1.4 | -7 | 14 | -2 | -0.4 | 2 | -1
32 | CCC(C(=O)O/N=C(\N)c1ccc(Cl)cc1)c1ccccc1 (stereo unspecified) | 1 | 7 | -2.5 | -7 | 3 | -10 | -4.4 | -5 | -3
33 | O=C1CN(C(=O)c2ccccc2F)C(c2ccccc2)c2cc(Cl)ccc2N1 (stereo unspecified) | 8 | -1 | 0.3 | 14 | 21 | -4 | -1.6 | -7 | -4
34 | C/C(=N\NC(=O)c1nnn(-c2nonc2N)c1C(C)C)c1ccncc1 | -3 | 3 | -1.3 | -8 | 2 | 0 | -3.4 | -5 | 9
35 | Cc1ccc2cc3c(NC(=O)CC(C)C)nn(C)c3nc2c1 | 4 | -7 | -2.1 | 15 | 7 | 7 | -2.7 | -1 | 3
36 | O=C(O)CN1CCN(Cc2cccc(Cl)c2)C1=O | 2 | 6 | -1.4 | -11 | 12 | -7 | -3.1 | -6 | 4
37 | CCc1nc(SCC(=O)Nc2c(C)nn(C)c2C)c2cnn(-c3ccccc3)c2n1 | -9 | x | -2.9 | -1 | 14 | 3 | -1.2 | -1 | x
38 | CCOC(=O)c1[nH]c2ccc(F)cc2c1NC(=O)Nc1ccccc1OC | -4 | 0 | -1.6 | -7 | 27 | 2 | -1.5 | 1 | 2
39 | O=C(NCCCN1CCOCC1)c1cc(-c2ccc(Cl)c(Cl)c2)on1 | 11 | -2 | 2.9 | 8 | 11 | -5 | -2.6 | 10 | -1
40 | CC(C)Oc1ccc(C(=O)Nc2cc(=O)n(C)c(=O)n2C)cc1 | -17 | 2 | -0.4 | -23 | -10 | 9 | -4.2 | 4 | -1
41 | Cc1cc(C)n(-c2nc3c(c(=O)[nH]c(=O)n3C)n2CC(O)COc2ccc(Cl)cc2Cl)n1 (stereo unspecified) | -8 | -1 | -1.6 | -16 | 7 | 7 | -2.5 | -3 | -5
42 | O=C(COC(=O)C1=COCCO1)Nc1ccc(Oc2ccccc2)cc1 | -9 | -4 | -1.5 | 35 | -14 | -2 | -4.2 | 3 | 7
43 | COc1ccc2c(C)cc(SCn3nnc4ccccc4c3=O)nc2c1 | -8 | -5 | -3.0 | 1 | 41 | 0 | -3.6 | -22 | 1
44 | O=C(NCc1cccnc1)c1cnc2ccccc2n1 | -7 | -2 | -1.1 | 12 | -4 | 0 | -2.5 | 8 | 3
45 | O=C(Nc1ccccc1C(=O)NCCCN1CCOCC1)c1ccc(F)cc1 | -17 | -3 | -0.3 | -14 | 10 | 0 | -2.4 | 10 | -2
46 | CCC(=O)N=c1sc2c(C)cc(C)cc2n1CC(=O)OC | -6 | 5 | 1.2 | 5 | -27 | -1 | -0.7 | -15 | 5
47 | CCOC(=O)c1ccc(NC(=S)NN2CCN(C)CC2)cc1 | 2 | -1 | 3.0 | 25 | -6 | -8 | 0.1 | -31 | 4
48 | S=C(Nc1ccccc1Oc1ccccc1)NC1CCCC1 | 8 | -1 | 0.6 | -11 | 0 | -7 | 0.5 | -12 | 1
49 | CNCC(O)CN1CCN(c2ccccc2OC)CC1 (stereo unspecified) | 9 | 4 | 0.4 | 16 | 2 | 2 | -3.7 | 0 | 2
50 | O=[N+]([O-])c1ccc(N2CCOCC2)cc1NCCCO | -6 | -3 | -3.1 | 24 | 5 | 7 | -3.2 | 3 | 3
51 | Cn1ncc2nc[nH]c(=O)c21 | 4 | 1 | -2.0 | -18 | -2 | -1 | -7.5 | 6 | -4
52 | O=[N+]([O-])c1cc(Cl)ccc1NCCc1ccccn1 | -6 | 5 | 0.4 | 15 | 29 | -9 | -1.2 | -8 | -6
53 | O=c1c(-c2ccccc2)c(O)nc2ccccn12 | 19* | 4 | -3.5 | 3 | 21 | -8 | -4.8 | -2 | 0
54 | C=C(C)c1cccc(C(C)(C)NC(=O)N(C)C2CCN(C)CC2)c1 | 7 | x | -4.1 | 16 | 6 | 4 | -1.9 | -4 | x
55 | O=C1CC(c2cccs2)CC(O)=C1C=NCCN1CCNCC1 (stereo unspecified) | -9 | -1 | -1.6 | -1 | -13 | 0 | -3.1 | -6 | 3
56 | Cn1nc(C(F)(F)F)c(C(=O)Nc2ccc(F)cc2F)c1Sc1cccc(C(F)(F)F)c1 | -12 | 3 | -2.4 | 36 | 6 | 2 | -1.5 | -5 | -2
57 | O=C(Nc1ccc(OC(F)(F)F)cc1)C1=NCCN1 | -10 | 5 | -4.2 | -7 | 18 | -1 | -3.5 | -6 | 0
58 | COc1cccc(CNc2nc3ccccc3n2CCN2CCCCC2)c1 | 9 | 2 | -0.4 | 21 | 20 | 8 | -0.2 | 3 | 9
59 | CCNC(=O)N1c2ccc(OCC)cc2C(C)=CC1(C)C | 5 | 2 | -1.9 | 9 | 6 | 10 | 2.8 | -7 | 8

Of the compounds above, these have two or more sulfur atoms:
entry | compound | GPR7 antagonist | IDE act | VIM-2 inhibitor | PHOSPHO1 inh | NALP1 yeast inh | PfM18AAP inh | IMP-1 inh | pCIP destab | IDE inh
9 | O=C(COC(=O)c1ccc(Cl)c(S(=O)(=O)N2CCCC2)c1)NCc1cccs1 | -5 | 3 | 1.5 | 4 | 5 | -20 | 0.0 | -2 | 2
15 | COc1ccc(C(=O)CSc2nnc(-c3ccc(S(=O)(=O)N4CCOCC4)cc3)o2)cc1 | 2 | 0 | 0.8 | 9 | 3 | 7 | -1.1 | -3 | 1
16 | O=C1C(Nc2ccccc2)=C/C(=N/S(=O)(=O)c2cccs2)c2ccccc21 | -6 | 3 | -2.6 | 0 | 54 | 6 | -2.7 | x | -4
26 | CNc1oc(-c2cccs2)nc1S(=O)(=O)c1ccccc1 | -3 | -2 | -0.9 | 47 | -25 | -1 | -2.1 | -13 | 5
